Screening data: PubChem, several laboratories
EBV gp42 inh: Epstein-Barr virus gp42 inhibitors, primary screen, biochemical, uHTS, fluorescence polarization; Glycoprotein 42 (Epstein-Barr virus (strain AG876)), Q1HVG2; Fluorescence polarization binding assay, mP read-out; inhibition, % (tested at 21.74 µM); 0.42% of 220,000 active; AID 1085, 2008; in the data active means inhibition above about 50%
Target sequence (Q1HVG2 whole entry, looked up): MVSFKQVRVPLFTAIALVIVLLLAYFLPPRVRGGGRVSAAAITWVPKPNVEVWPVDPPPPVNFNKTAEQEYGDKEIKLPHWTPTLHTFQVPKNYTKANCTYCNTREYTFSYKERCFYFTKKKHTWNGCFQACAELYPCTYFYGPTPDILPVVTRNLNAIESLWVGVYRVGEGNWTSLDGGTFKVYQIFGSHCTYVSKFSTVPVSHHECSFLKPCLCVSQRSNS
Runt-CBFb FRET: inhibitors of RUNX1 Runt–CBFb binding, primary screen, biochemical, FRET, Cerulean-Runt, Venus-CBFb, uHTS. inhibition, % at 20 µM. Runt-related transcription factor 1 (Homo sapiens) + Core-binding factor subunit beta …. 0.46% of 220,000 active. Cerulean-Runt/Venus-CBFb FRET ratio 530/480, 1 h. AID 1496, 2009;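 active means inhibition over about 50% at 20 µM in the single-dose screen, limit read from the data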;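 further: 0% = DMSO wells and 100% = excess unlabeled CBFb competitor control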
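System: Cerulean-labeled Runt domain protein | Quantity: 100 nM of each labeled protein | Schedule: 1 h compound exposure, room temperature | Detection: Fluorescence energy transfer, 422 nm excitation, 530/480 nm emission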
Runt-SMMHC FRET: inhibitors of RUNX1 Runt–CBFb-SMMHC binding, primary screen, biochemical, FRET, Cerulean-Runt, Venus-CBFb-SMMHC, uHTS; Runt-related transcription factor 1 (Homo sapiens) + Core-binding factor subunit beta …; Cerulean-Runt/Venus-CBFb-SMMHC FRET ratio 530/480, 1 h; inhibition, % at 20 µM; 0.74% of 220,000 active;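 active means mean inhibition across duplicate retests at 20 µM reaching about 50%, limit read from the data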;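 further: 0% = DMSO wells and 100% = wells with excess untagged CBFb-SMMHC; inhibitors lower the FRET ratio by blocking Runt binding to CBFb-SMMHC; some results filed as inactive read as strong as hits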
Furin inhibitor: human furin inhibitors, primary screen, biochemical, fluorescence intensity; P09958; purified furin, fluorogenic substrate cleavage; inhibition, % at 30 µM; 0.061% of 220,000 active; AID 463115, 2010; in the data active means inhibition above about 25%; further: inactives centre near -15
Calpain2 inh: inhibitors of pig calpain II, primary screen, biochemical, fluorogenic peptide substrate, 1536-well | purified calpain II, 30 min | inhibition, % at 16 µM | 0.37% of 220,000 active;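 active means inhibition above about 50%, limit read from the data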
RBBP9 inh: human RBBP9 inhibitors, primary screen, biochemical, fluorescence polarization, FP-Rh probe, HTS; Serine hydrolase RBBP9 (Homo sapiens), O75884; 0.2% of 220,000 active; recombinant RBBP9; inhibition, % at 7.94 µM;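 active means inhibition above the campaign mean of all tested compounds plus 3 SD, cut at about 14% in these data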;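 further: plate controls were DMSO wells with RBBP9 for no effect and wells lacking RBBP9 protein for full effect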
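Assay system: recombinant human RBBP9; Reagent: Serine-hydrolase probe FP-Rh, 375 nM pre-mixing; Doses: 7.94 µM single dose, 0.794% DMSO; Incubation: 30 min then 45 min, 25 °C; Detection: fluorescence polarization (mP), excitation 525 nm, emission 598 nm; Evaluation: percent inhibition from mP, scaled between DMSO and no-protein wells.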
p47phox inh: p47phox/p22phox peptide binding inhibitors, primary screen, biochemical, uHTS, NADPH oxidase regulatory subunit; fluorescence polarization, 2 h; inhibition, % at 24.7 µM; 0.53% of 220,000 active; AID 1274, 2008;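 active means inhibition above about 30%, limit read from the data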;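 further: 0% = p47phox with labelled peptide and 100% = labelled peptide alone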
TbHK1 inh: Trypanosoma brucei hexokinase 1 inhibitors, primary screen, biochemical, G6PDH-coupled NADH absorbance, MLSCN library. recombinant TbHK1, G6PDH-coupled NADH A340. inhibition, % at 10 µM. 0.11% of 220,000 active. AID 1430, 2008;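 active means inhibition of 50% or more in the single-dose primary screen; inactive means inhibition below 50%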
p97 ATPase inh: inhibitors of human p97 ATPase, primary screen, biochemical | Transitional endoplasmic reticulum ATPase (Homo sapiens), P55072 | AID 1481, 2009 | 0.42% of 220,000 active | recombinant p97 ATPase, Kinase-Glo ATP luminescence, 3 h | inhibition, % at 8 µM; in the data active means inhibition above about 15%;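 further: 0% = DMSO vehicle and 100% = wells lacking enzyme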
Target sequence (P55072 whole entry, looked up): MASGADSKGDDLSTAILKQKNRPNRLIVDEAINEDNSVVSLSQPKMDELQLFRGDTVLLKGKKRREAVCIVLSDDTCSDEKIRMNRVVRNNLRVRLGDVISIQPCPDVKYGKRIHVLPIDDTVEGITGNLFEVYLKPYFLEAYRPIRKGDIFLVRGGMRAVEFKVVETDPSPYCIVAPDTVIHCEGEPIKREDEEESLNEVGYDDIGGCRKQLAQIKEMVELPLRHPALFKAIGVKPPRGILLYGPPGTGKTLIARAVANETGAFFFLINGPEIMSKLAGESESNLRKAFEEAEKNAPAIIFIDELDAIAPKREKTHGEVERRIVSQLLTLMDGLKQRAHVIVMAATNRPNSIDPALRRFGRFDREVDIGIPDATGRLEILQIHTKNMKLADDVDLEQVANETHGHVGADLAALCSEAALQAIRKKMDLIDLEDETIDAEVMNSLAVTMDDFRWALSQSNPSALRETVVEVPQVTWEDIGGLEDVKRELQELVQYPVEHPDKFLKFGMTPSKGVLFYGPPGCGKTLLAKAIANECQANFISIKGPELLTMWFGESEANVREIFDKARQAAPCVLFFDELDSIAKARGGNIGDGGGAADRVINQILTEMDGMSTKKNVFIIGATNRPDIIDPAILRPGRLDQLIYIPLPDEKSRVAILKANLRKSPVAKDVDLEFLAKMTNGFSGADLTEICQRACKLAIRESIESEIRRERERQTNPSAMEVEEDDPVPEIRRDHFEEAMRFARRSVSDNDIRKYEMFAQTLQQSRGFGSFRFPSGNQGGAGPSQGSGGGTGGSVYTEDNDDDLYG
* hit, by the source's call; i = inactive; . = not tested or not shown; [ ] = another dose, or the depositor's remark.

SMILES	EBV gp42 inh	Runt-CBFb FRET	Runt-SMMHC FRET	Furin inhibitor	Calpain2 inh	RBBP9 inh	p47phox inh	TbHK1 inh	p97 ATPase inh
O=C(NCCOCc1ccc(Cl)cc1)c1ncn[nH]1	-22	0	1	-13	4	7	-10	23	8
COc1ccc2c(c1)CC1c3c(cc4c(c3-2)OCO4)CC[N+]1(C)[O-] (stereo not drawn)	-5	3	-2	-29	-22	.	-4	0	.
COc1ccc(N(Cc2ccccc2)C(=O)c2ccccc2[N+](=O)[O-])cc1	-10	1	-2	-16[20 µM]	12	10	-17	-4	3
O=C1NC2(CCCCC2)C(=O)N1CCN1C(=O)c2ccccc2C1=O	-3	1	1	-31	-11	-5	-4	-8	1
COc1cc(-c2nc(CN(C)Cc3nnc(C)o3)c(C)o2)ccc1F	-11	-1	2	-22	1	-4	-6	1	0
c1ccc(CNc2ccc3c(c2)ncn3C2CCCCC2)nc1	-13	1	6	-14[20 µM]	-17	-6	-2	-2	-4
Cc1ccc(C(=O)Nc2cc3ccccc3oc2=O)cc1	-17	1	-3	-36	-270	-7	0	-9	1
Cc1nc(CCNC(=O)CC2C(=O)NCCN2Cc2ccc(F)cc2)sc1C (stereo not drawn)	11	2	-2	-27	10	-1	1	-6	2
Cc1ccc(Cn2nnc3c(=O)[nH]c(C4CCCN(C(=O)Nc5ccc(F)cc5)C4)nc32)cc1 (stereo not drawn)	3	-5	5	2	15	5	-5	-4	4
CCOC(=O)N/N=C/c1c(F)cccc1F	-21	-3	-1	-22	-4	-2	-2	-2	6
COc1cc(-c2cc(=O)c3c(O)cc(O)cc3o2)ccc1O	-5	-20	-77	-26	27	-9	-30	-6	3
Cc1ccc(S(=O)(=O)N2CCN(c3ccc([N+](=O)[O-])c(NCCN4CCOCC4)c3)CC2)cc1	-5	-4	-7	-13	3	-11	-15	-17	1
N#Cc1nc(Cc2ccccc2)oc1N1CCC(C(N)=O)CC1	-13	1	2	-10	2	1	-17	-2	-3
CC(=O)N1CCN(Cc2nc3cc(NC(=O)c4ccccc4Cl)ccc3n2C)CC1	5	2	-2	-37	-17	-2	2	3	3
COc1ccc(-c2cc(C(=O)NCC3CCCO3)c3cc(C)ccc3n2)cc1 (stereo not drawn)	3	-3	2	-18	i	-7	-9	-17	-2
O=C(NNC(=O)c1cc(OCC(F)(F)F)ccc1OCC(F)(F)F)c1cccc(C(F)(F)F)c1	7	0	4	-16[20 µM]	92*	-5	-4	-2	-1
O=C(O)CC(NCc1ccco1)C(=O)Nc1cccc(O)c1 (stereo not drawn)	-12	0	1	-24	-8	-1	-4	-6	8
OCC1(CC2CCCCO2)CCN(Cc2cccc(O)c2)CC1 (stereo not drawn)	-4	1	2	-7	17	-7	-1	9	-6
Cc1noc(C)c1CN1C(=O)NC(Cc2ccccc2)(Cc2ccccc2)C1=O	-12	1	2	-20	-7	0	0	1	-1
CCc1ccc(C(=O)NC(C(=O)NCC2CCCO2)C(C)C)cc1 (stereo not drawn)	-2	1	3	-26	-1	2	-7	2	7
CCOC(=O)/C=C1\SCC(=O)N1CC(=O)Nc1ccc(OC)c(OC)c1	-19	-2	7	-19[20 µM]	-47	-4	-32	-2	3
O=C(NN=C(Cc1ccccc1)Cc1ccccc1)c1ccccc1O	-18	-1	1	-27	-82	-11	-7	-8	3
Cc1cccc(SCc2noc(C(=O)NCC3CCCO3)c2C(=O)O)c1 (stereo not drawn)	-14	-1	2	-23[20 µM]	-8	-3	-20	-6	0
c1ccc(Sc2cnc3ccccc3n2)cc1	-14	3	-6	-18[20 µM]	8	-4	-10	-14	-5

Given with values under each structure: part of the list above.
Below each compound – EBV gp42 inh | Runt-CBFb FRET | Runt-SMMHC FRET | Furin inhibitor | Calpain2 inh | RBBP9 inh | p47phox inh | TbHK1 inh | p97 ATPase inh
> Cc1ccc(Cn2nnc3c(=O)[nH]c(C4CCCN(C(=O)Nc5ccc(F)cc5)C4)nc32)cc1 (stereo not drawn)
    3 | -5 | 5 | 2 | 15 | 5 | -5 | -4 | 4
> CCOC(=O)N/N=C/c1c(F)cccc1F
    -21 | -3 | -1 | -22 | -4 | -2 | -2 | -2 | 6
> COc1cc(-c2cc(=O)c3c(O)cc(O)cc3o2)ccc1O
    -5 | -20 | -77 | -26 | 27 | -9 | -30 | -6 | 3
> Cc1ccc(S(=O)(=O)N2CCN(c3ccc([N+](=O)[O-])c(NCCN4CCOCC4)c3)CC2)cc1
    -5 | -4 | -7 | -13 | 3 | -11 | -15 | -17 | 1
> N#Cc1nc(Cc2ccccc2)oc1N1CCC(C(N)=O)CC1
    -13 | 1 | 2 | -10 | 2 | 1 | -17 | -2 | -3
> CC(=O)N1CCN(Cc2nc3cc(NC(=O)c4ccccc4Cl)ccc3n2C)CC1
    5 | 2 | -2 | -37 | -17 | -2 | 2 | 3 | 3
> COc1ccc(-c2cc(C(=O)NCC3CCCO3)c3cc(C)ccc3n2)cc1 (stereo not drawn)
    3 | -3 | 2 | -18 | i | -7 | -9 | -17 | -2
> O=C(NNC(=O)c1cc(OCC(F)(F)F)ccc1OCC(F)(F)F)c1cccc(C(F)(F)F)c1
    7 | 0 | 4 | -16[20 µM] | 92* | -5 | -4 | -2 | -1
> O=C(O)CC(NCc1ccco1)C(=O)Nc1cccc(O)c1 (stereo not drawn)
    -12 | 0 | 1 | -24 | -8 | -1 | -4 | -6 | 8
> OCC1(CC2CCCCO2)CCN(Cc2cccc(O)c2)CC1 (stereo not drawn)
    -4 | 1 | 2 | -7 | 17 | -7 | -1 | 9 | -6
> Cc1noc(C)c1CN1C(=O)NC(Cc2ccccc2)(Cc2ccccc2)C1=O
    -12 | 1 | 2 | -20 | -7 | 0 | 0 | 1 | -1
> CCc1ccc(C(=O)NC(C(=O)NCC2CCCO2)C(C)C)cc1 (stereo not drawn)
    -2 | 1 | 3 | -26 | -1 | 2 | -7 | 2 | 7
> CCOC(=O)/C=C1\SCC(=O)N1CC(=O)Nc1ccc(OC)c(OC)c1
    -19 | -2 | 7 | -19[20 µM] | -47 | -4 | -32 | -2 | 3

Later entries
SMILES	EBV gp42 inh	Runt-CBFb FRET	Runt-SMMHC FRET	Furin inhibitor	Calpain2 inh	RBBP9 inh	p47phox inh	TbHK1 inh	p97 ATPase inh
N#CCCSc1nc(N2CCOCC2)c2c(c1C#N)CCCC2	0	-1	0	-6[20 µM]	12	-3	-8	1	-6
COC(=O)c1c(C)nsc1NC(=O)Oc1ccccc1	-8	0	0	-29	19	-4	-5	-12	0
COc1ccc(CCNC(=O)COc2ccc(N(C)S(=O)(=O)c3ccc(Cl)cc3)cc2)cc1	6	0	-3	-21	14	-7	6	3	-5
COC(=O)c1cc(C(=O)NCCCN2CCOCC2)cc([N+](=O)[O-])c1	-6	-1	2	-21	-7	0	2	0	2
COc1ccc(OCCC(=O)OCC(=O)NC2CCCCCCC2)cc1	-7	0	1	-32	-12	-2	-7	0	-3
CC(=O)C(=Cc1ccc(O)cc1)C(C)=O	-11	4	-1	-7	-17	-2	-18	-55	0
O=C(O)C1C2C=CC(C2)C1C(=O)NCCCc1ccccc1 (stereo not drawn)	-3	1	5	-4	-7	7	-18	42	7
Cc1ncccc1C(=O)N1CCCC(CNC(=O)C2(c3ccc(Cl)cc3)CC2)C1 (stereo not drawn)	-11	-1	1	-39	-24	-8	-4	-4	3
CN1/C(=C\C(=O)COC(=O)c2ccc(O)cc2)C(C)(C)c2ccccc21	-12	0	2	-3	-34	-18	-106	-77	0
CC(C)C12CN3CCN(CC(C3)/C1=N\NC(=O)Nc1ccccc1)C2	-23	-1	2	-10	-6	-2	-7	14	-1
CCCN1C2=NCCN2c2cc(C)c(C)cc21	-12	4	-2	-15	27	-8	-4	3	2
COc1ccccc1Oc1ccc2c(c1)C(=O)N(c1cccc(O)c1)C2=O	-17	2	-11	-26	-2	-8	-13	-2	0
Cc1ccc2c(CNCc3ccco3)cc(=O)oc2c1	6	-4	-1	-31[20 µM]	-4	-12	1	-5	0
Cc1nc2cc(NCc3cccs3)ccc2n1C	-6	1	4	-26	-8	-4	1	-2	0
Cc1ccc(S(=O)(=O)N2C(=O)/C(=C3\SC(=S)NC3=O)c3ccccc32)cc1	6	-2	-9	-23	15	-10	-1	-6	5
O=C(NCCCCc1ccccc1)C1CC(c2cccc(F)c2)=NO1 (stereo not drawn)	6	0	2	-22	-5	.	-11	-2	.
Cc1cccc(OCC(=O)OC2CCN(C)CC2)c1	-14	-2	-5	-19[20 µM]	-13	-8	-10	1	2
Cc1ccc(OCC(=O)Nc2ccc(N3CCCC3)cc2)cc1C	-33	-2	-4	-8	-12	0	10	24	3
Cc1ccc(S(=O)(=O)n2nc(OC(=O)C3CCCCC3)cc2N)cc1	2	-5	-2	-22	-3	8	1	3	10
C=C(C)C1Cc2c(C)nn(-c3cccc4cccnc34)c2C1 (stereo not drawn)	-24	-1	-4	-11	28	-11	-9	-6	4
Cc1csc2c(NCCCN3CCOCC3)ncnc12	-4	0	1	-20	-11	-44	-5	-9	4
Cn1cc(Br)c(-c2cccc(N3C(=O)CC(C)(C)CC3=O)c2)n1	-10	-1	2	-9	16	-9	2	-2	-9
COc1ccc(/C(O)=C2/C(=O)C(=O)N(CCN(C)C)C2c2ccccn2)cc1OC (stereo not drawn)	-4	3	-2	-16[20 µM]	-16	-2	-9	-33	0
Cc1c(N2C(=O)c3cccc4cccc(c34)C2=O)c(=O)n(-c2ccccc2)n1C	-9	0	2	-4[20 µM]	8	1	5	-51	1
O=C1c2ccccc2C(=O)c2[nH]cnc21	-5	0	2	-22	12	-7	-4	-30	2
Cc1nc2nc(-c3cccnc3)[nH]n2c(=O)c1C	-20	3	1	-3[20 µM]	32	-5	-3	4	-8
O=C(Nc1ccccc1)N1CCN(C(=O)Nc2ccccc2)CC1	-16	1	0	-32	-8	-2	1	3	7
Cc1ccc(OCC(=O)NC2CCCc3ccccc32)c(C)c1 (stereo not drawn)	-12	-2	-1	-9	29	-3	-1	-8	-1
O=C(O)C1CC=CCC1C(=O)Nc1ccccc1C(=O)N1CCN(c2ccc(F)cc2)CC1 (stereo not drawn)	-8	-3	-1	-11	27	-12	-2	-5	-1
COCCOC(=O)C1=C(C)NC2=C(C(=O)CC(C)(C)C2)C1c1ccc(N(C)C)cc1 (stereo not drawn)	-28	4	15	-44	-4	-3	-11	-11	0
O=C(O)CC/C(=N\NC(=O)CNC(=O)c1ccc(F)cc1)c1ccccc1	-10	1	-5	-4	3	-8	-3	6	-3

Given as a markdown table: entries from further up
| canonical_smiles | EBV gp42 inh | Runt-CBFb FRET | Runt-SMMHC FRET | Furin inhibitor | Calpain2 inh | RBBP9 inh | p47phox inh | TbHK1 inh | p97 ATPase inh |
| --- | --- | --- | --- | --- | --- | --- | --- | --- | --- |
| OCC1(CC2CCCCO2)CCN(Cc2cccc(O)c2)CC1 (stereo not drawn) | -4 | 1 | 2 | -7 | 17 | -7 | -1 | 9 | -6 |
| O=C(NCCCCc1ccccc1)C1CC(c2cccc(F)c2)=NO1 (stereo not drawn) | 6 | 0 | 2 | -22 | -5 | . | -11 | -2 | . |
